Assay outcomes (PubChem BioAssay)
NPR2 activator = GC-B (human) receptor activation | P20594 | HEK293-GC-B cells, CNP EC30, cGMP TR-FRET; 0% at EC30 CNP, 100% saturating CNP | activation, % at 10 µM | 0.11% of 370,000 active | AID 1920062;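 active means activation at 10 µM reaching about 35% in either raw or pattern-adjusted values, limit read from the data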
hgDAF-12 ag = agonists of H. glycines DAF-12 nuclear receptor; HEK293 GAL4-hgDAF12 UAS-luciferase reporter, agonist luminescence; normalized to butyrate control; activation, % at 6.8 µM; 1.8% of 370,000 active; AID 687014;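 active means activation above a cutoff set at the mean of all screened compounds plus 3 SD, cut at about 10% in these data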;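 further: 0% = DMSO wells and 100% = sodium butyrate wells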
sPLA2-III inh = Blocks human group III sPLA2 activity | 0.56% of 370,000 active | QFRET BODIPY PC-A2 liposome hydrolysis, fluorescence | AID 743126 | Q9NZ20 | inhibition, % at 12.2 µM;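 active means inhibition above mean plus 3 SD of compounds lying within the high and low control bounds, cut at about 19% in these data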;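 further: 0% = median of test compound wells and 100% = no enzyme DMSO wells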
Target sequence (Q9NZ20 whole entry, looked up): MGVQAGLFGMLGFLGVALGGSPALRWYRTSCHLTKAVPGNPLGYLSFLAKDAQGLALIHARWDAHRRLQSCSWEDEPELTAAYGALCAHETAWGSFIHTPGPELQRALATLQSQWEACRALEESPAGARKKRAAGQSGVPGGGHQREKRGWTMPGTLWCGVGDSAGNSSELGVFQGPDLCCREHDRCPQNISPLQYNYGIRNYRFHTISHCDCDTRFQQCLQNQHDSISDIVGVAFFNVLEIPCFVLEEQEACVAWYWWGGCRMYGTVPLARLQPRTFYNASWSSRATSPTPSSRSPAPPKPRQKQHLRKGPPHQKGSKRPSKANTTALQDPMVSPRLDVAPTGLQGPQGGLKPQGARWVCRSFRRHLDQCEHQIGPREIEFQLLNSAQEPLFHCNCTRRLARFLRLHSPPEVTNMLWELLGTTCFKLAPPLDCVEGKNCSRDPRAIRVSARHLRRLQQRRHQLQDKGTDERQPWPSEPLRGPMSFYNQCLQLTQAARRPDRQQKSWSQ
hcDAF12 agonist = activators of H. contortus DAF-12 nuclear receptor; HEK293 hcDAF-12 lit1-tk-luc reporter, luminescence; 0% DMSO, 100% Δ7-dafachronic acid; activation, % at 6.8 µM; 1.4% of 370,000 active;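 active means activation above the mean of all tested compounds plus 3 SD, cut at about 5.5% in these data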;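 further: 100% = response to 3 µM Δ7-dafachronic acid high control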
DAX1 inh-1 = inhibits human nuclear receptor DAX1; AID 504766; 0.99% of 340,000 active; P51843; inhibition, % at 6.75 µM; HEK293 Gal4-DAX1 luciferase reporter, luminescence;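 active means inhibition above the mean over all tested compounds plus 3 SD, cut at about 4.2% in these data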;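 further: 0% = DAX1-transfected cells with DMSO and 100% = empty-vector control cells with DMSO; inhibition shows as a rise in luminescence from relieved DAX1 repression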
Target sequence (P51843 207-470 limits assumed): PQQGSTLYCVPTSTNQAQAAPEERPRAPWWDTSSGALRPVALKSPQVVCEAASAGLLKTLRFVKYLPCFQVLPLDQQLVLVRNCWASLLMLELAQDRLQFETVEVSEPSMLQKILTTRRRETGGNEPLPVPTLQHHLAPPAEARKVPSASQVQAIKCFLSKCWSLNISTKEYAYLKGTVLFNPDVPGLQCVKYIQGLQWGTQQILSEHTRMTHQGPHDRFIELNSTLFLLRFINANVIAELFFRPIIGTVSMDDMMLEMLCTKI
NPR1 activator = GC-A (human) enzyme activation; HEK293 GC-A cells, cGMP TR-FRET, EC30 ANP; 0% at EC30 ANP, 100% saturating ANP; activation, % at 10 µM; 0.14% of 370,000 active; AID 1671463; in the data active means activation above about 40%
ssDAF-12 act = activators of S. stercoralis DAF-12 nuclear receptor. HEK293 ssDAF-12/GRIP1 lit1-tk-luc reporter, luminescence; % of 3 µM dafachronic acid response. activation, % at 6.8 µM. 1% of 370,000 active. AID 652126;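 active means activation above the mean over all tested compounds plus 3 SD, cut at about 0.9% in these data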;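 further: 0% = DMSO-only wells and 100% = 3 µM delta7-dafachronic acid wells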
KLK7 zymogen act = proKLK7 (human) activation, primary screen. 0.9% of 370,000 active. purified proKLK7, EDANS-DABCYL substrate fluorescence; 100% is mature enzyme control, 0% vehicle. P49862. activation, % at 7 µM;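 active means activation above the mean of all tested compounds plus 3 SD, computed per campaign excluding outliers beyond control limits, cut at about 13% in these data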
DAX1 inh-2 = inhibitors of DAX1 repression of SF-1 activated StAR promoter | AID 652010 | 1.1% of 370,000 active | inhibition, % at 6.8 µM | HEK293T StAR-luciferase reporter, SF-1/DAX-1 repression relief;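 active means inhibition above the mean over all tested compounds plus 3 SD, cut at about 3.6% in these data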;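 further: 0% = DAX-1 cells with DMSO and 100% = cells lacking DAX-1 with DMSO; higher inhibition means more luminescence from relief of DAX-1 repression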
SMARCA2 act = increases SMARCA2 function in MMTV reporter cells | MG213 cells, MMTV-luciferase reporter, dexamethasone, overnight | activation, % at 9.1 µM | 1% of 370,000 active | AID 652017; in the data active means activation above about 7.8%;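 further: 0% = vehicle wells and 100% = reference activator wells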
FXN GAA850 act = frataxin GAA850 promoter activation | HEK293 lucGAA850 FXN promoter luciferase reporter, 24 h; percent of 10 µM SAHA response | activation, % at 6 µM | AID 540364 | 0.56% of 360,000 active;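 active means activation above the average of all compounds screened plus 3 SD, cutoff fixed separately per campaign, cut at about 7.5% in these data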;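 further: 0% = DMSO wells and 100% = 10 µM SAHA wells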
* marks the source's active call; other numbers are inactive results; x = no result given. Rows are unselected. Share with any hit: about 6.7%.

smiles	ssDAF-12 act	sPLA2-III inh	NPR2 activator	FXN GAA850 act	DAX1 inh-1	SMARCA2 act	DAX1 inh-2	NPR1 activator	hgDAF-12 ag	KLK7 zymogen act	hcDAF12 agonist
CCOC(=O)N1CCC(NC(=O)C(NS(=O)(=O)c2ccc3c(c2)CCN3C(C)=O)C(C)C)CC1 (stereo unspecified)	-1.2	-1	-5	0.2	0.5	0	-0.4	4	-0.7	-0.6	-0.9
COc1ccc(-c2nc(N)nc(C(F)(F)F)c2-c2csc(C)n2)c(O)c1	-1.3	11	-3	0.8	-0.1	4	-0.2	-7	-4.1	-0.3	-2.1
CN(C)c1nc(-c2cccnc2)nc(-c2ccccc2)c1C#N	-1.2	-3	2	0.1	1.1	-1	-0.8	5	-0.1	0.1	-2.0
CC(=O)CC1c2ccccc2C=C(c2ccsc2)N1c1ccc(-c2cccs2)cc1 (stereo unspecified)	-1.9	-15	-4	x	x	-5	-4.0	-3	-4.3	-1.0	-4.3
CCOc1ccc(NC(=O)c2cccs2)c([N+](=O)[O-])c1	-0.3	4	-2	0.3	1.7	0	2.3	-9	7.0	0.1	1.9
CC1(C)CC(=O)C=C(NCCCN2CCCC2=O)C1	-1.4	0	1	-0.1	0.1	0	-0.2	4	0.0	-1.0	-0.9
COC(=O)c1cc(=O)c2c(C)nc(C(Cl)(Cl)Cl)nc2[nH]1	-1.8	1	4	3.7	x	3	-0.6	3	1.2	-3.5	-2.4
Cn1nc(-c2ccccc2)c(CO)c1Oc1cccc(C(F)(F)F)c1	-1.7	-1	2	1.7	0.2	-1	-0.3	3	-0.8	0.0	-2.5
COc1cccc(CN2CCN(Cc3ccc(C)o3)CC2CCO)c1 (stereo unspecified)	-0.9	5	-3	-0.2	-0.5	-4	0.2	-3	1.2	-0.2	0.1
CC(OC(=O)CCc1nc2ccccc2c(=O)[nH]1)C(=O)Nc1cccc(C(F)(F)F)c1 (stereo unspecified)	-0.9	0	-4	-0.2	0.7	-1	-0.2	-5	0.1	-0.4	-0.5
OC1C[N+]2(CCCCC2)C1	-0.7	0	-6	0.4	-1.0	0	1.2	4	1.6	-0.1	-0.6
CCOc1ccc(NC(=O)CCNC(=O)c2ccco2)cc1	-1.2	0	1	0.6	3.7	0	-0.5	4	-2.1	0.6	-0.7
Cc1ccc(CSCC(=O)N2CCCC2)cc1	-1.3	-3	0	2.0	1.1	2	0.7	-2	0.1	1.0	-2.1
O=C(CSc1nnc2ccc(-c3ccccn3)nn12)NCCc1ccccc1	-0.8	6	-5	-0.8	1.4	-3	1.5	-4	1.8	0.1	2.7
COCc1cc(C)[nH]c(=O)c1C#N	-0.9	1	-3	0.0	-0.5	-1	0.3	0	-0.9	-1.6	-0.4
COC(=O)C(Cc1cncn1COCc1ccccc1)NC(=O)OC(C)(C)C (stereo unspecified)	-0.5	0	5	1.7	-0.2	-1	-0.2	1	-0.5	-0.1	1.4
CCCCNC(=O)c1cc(-c2ccc3c(c2)OCO3)on1	0.0	2	4	2.8	2.8	3	0.8	-1	2.4	-1.1	2.8
CC1CCc2nc(NC(=O)Cc3cccs3)sc2C1 (stereo unspecified)	-0.7	2	-4	2.5	2.3	3	1.9	7	10	0.1	1.3
CN(C(=O)CSc1nnc(C(F)(F)F)n1C)c1c(N)n(Cc2ccccc2)c(=O)[nH]c1=O	-0.9	11	-2	0.5	0.9	-3	0.2	4	-0.1	-0.2	-0.1
CCC(=O)Nc1cc(OC)c(NC(=O)c2ccccc2)cc1OC	-0.9	4	2	1.1	-1.0	-2	-0.3	-2	0.9	0.7	1.3
COc1cccc(CNC(=O)[C@H]2CCCN2C(=O)[C@H]2CCCN2C(=O)c2c(F)cccc2F)c1	0.0	7	-1	x	x	-2	-0.4	5	-0.4	-0.2	0.8
COc1ccc(N2Cc3ccccc3C2)cc1Cl	-0.3	2	7	4.2	0.3	0	-1.6	-1	14*	-0.3	0.0
COC(=O)c1ccc(CSc2nc3sc(C)c(C)c3c(=O)[nH]2)cc1	-1.6	6	-2	0.0	-2.0	0	0.4	-5	-2.6	-0.4	-0.2
CC(C)CC[n+]1ccn(-c2nc3ccccc3nc2[N-]S(=O)(=O)c2ccc(Cl)cc2)c1	-1.5	-5	-2	0.8	5.3*	-4	0.8	-4	0.4	-5.2	-0.8

An excerpt from above in order of SMILES length, low to high.
smiles	ssDAF-12 act	sPLA2-III inh	NPR2 activator	FXN GAA850 act	DAX1 inh-1	SMARCA2 act	DAX1 inh-2	NPR1 activator	hgDAF-12 ag	KLK7 zymogen act	hcDAF12 agonist
COCc1cc(C)[nH]c(=O)c1C#N	-0.9	1	-3	0.0	-0.5	-1	0.3	0	-0.9	-1.6	-0.4
Cc1ccc(CSCC(=O)N2CCCC2)cc1	-1.3	-3	0	2.0	1.1	2	0.7	-2	0.1	1.0	-2.1
COc1ccc(N2Cc3ccccc3C2)cc1Cl	-0.3	2	7	4.2	0.3	0	-1.6	-1	14*	-0.3	0.0
O=C(CSc1nnc2ccc(-c3ccccn3)nn12)NCCc1ccccc1	-0.8	6	-5	-0.8	1.4	-3	1.5	-4	1.8	0.1	2.7
COC(=O)C(Cc1cncn1COCc1ccccc1)NC(=O)OC(C)(C)C (stereo unspecified)	-0.5	0	5	1.7	-0.2	-1	-0.2	1	-0.5	-0.1	1.4
COC(=O)c1ccc(CSc2nc3sc(C)c(C)c3c(=O)[nH]2)cc1	-1.6	6	-2	0.0	-2.0	0	0.4	-5	-2.6	-0.4	-0.2

Following part.
smiles	ssDAF-12 act	sPLA2-III inh	NPR2 activator	FXN GAA850 act	DAX1 inh-1	SMARCA2 act	DAX1 inh-2	NPR1 activator	hgDAF-12 ag	KLK7 zymogen act	hcDAF12 agonist
CCCN1Cc2cccc(C(=O)NCCc3ccccc3)c2C1=O	-1.1	5	6	0.6	0.0	-2	-0.3	15	-1.3	0.9	-0.5
CCCOc1ccc(/C=c2\sc3ncnn3c2=O)cc1	-1.6	0	-2	0.2	-0.6	-2	-0.6	69*	-1.2	-0.2	-0.1
NNC(=O)CCC(=O)Nc1ccccc1	-0.8	-4	2	1.1	-0.6	2	0.2	-1	-3.9	0.3	2.4
CCCCOc1ccccc1C1C(C(=O)OC)=C(C)N(C)C(C)=C1C(=O)OC	-1.5	-6	0	-4.5	1.0	-3	-1.1	-9	-1.0	0.4	-0.8
Cc1ccc(N2CCN(S(=O)(=O)c3c(C)nc4sccn4c3=O)CC2C)cc1 (stereo unspecified)	-0.3	13	4	-0.2	x	-5	0.4	0	0.1	-0.1	-1.8
Cn1cc(C(=O)NC2CCCCC2)c(=O)c2cc(S(=O)(=O)N3CCOCC3)ccc21	-1.5	4	-1	-1.2	-0.5	-1	0.0	0	-0.5	-0.4	-1.3
CCOC(=O)c1c(NC(=O)COC(=O)Cc2c[nH]c3ccccc23)sc(C(=O)N(C)C)c1C	-0.5	-74	15	2.4	-0.5	3	-0.2	3	0.1	0.2	0.7
CCCCN(C)C(=O)C1CCN(S(=O)(=O)c2ccc3[nH]c(=O)oc3c2)CC1	-0.4	-3	-4	x	x	-4	-0.7	0	0.9	0.2	1.0
CSCC[C@H](NC(=O)COc1ccc(Cl)cc1)C(=O)N1CCC2(CC1)NCCc1[nH]cnc12	-0.6	4	4	-1.6	0.0	-1	0.2	-2	-1.3	-1.1	0.1
O=[N+]([O-])c1ccc(O)c(-c2nc(-c3ccccc3)c(-c3cccs3)[nH]2)c1	-1.3	0	2	0.7	-1.1	-3	-0.6	6	-3.0	0.3	-2.2
COC(=O)Cc1c(-c2[nH]c3ccccc3c2CC(=O)OC)[nH]c2ccccc12	-0.2	-2	37*	-1.3	0.0	0	0.0	35	-0.3	2.5	3.6
COc1cc2c(cc1NC(=O)CC1SC(N3CCCC3)=NC1=O)oc1ccccc12 (stereo unspecified)	-1.1	-21	-22	2.3	2.9	-2	-0.9	-5	-0.9	-0.6	-0.9
Cc1ccc(N2C(=O)CC3(CC4C=CC3C4)C2=O)cc1 (stereo unspecified)	-1.1	-3	6	-0.7	1.0	-1	-0.3	-4	2.9	-0.8	-1.3
COc1cc(/C=N/Nc2ccccc2C(F)(F)F)ccc1O	-0.6	-15	2	1.0	-1.1	1	-0.4	-1	4.2	-0.3	2.2
CC(CCn1cccn1)NC(=O)CCc1nnc(C2CCCCC2)o1 (stereo unspecified)	-1.1	-1	1	3.9	-1.3	1	-0.4	5	1.4	-1.0	-1.8
O=C(Cn1nnc(-c2cccs2)n1)Nc1ccccc1C(F)(F)F	-1.0	-1	x	1.7	-0.5	0	0.2	x	-0.6	-0.1	-0.3
C=CCNC(=O)c1onc(CSc2ccc(F)c(F)c2)c1C(=O)O	-1.4	-3	-1	1.7	-0.2	1	-0.1	2	0.0	-0.6	-1.2
CCOC(=O)c1ccc(NS(=O)(=O)c2c(C)n(C)c(=O)n(C)c2=O)cc1	-1.2	9	-7	0.6	-0.3	-1	-0.2	-5	0.3	0.2	-1.6
Cc1ccc(OCCC(=O)OCC(=O)NCCNC(=O)COC(=O)CCOc2ccc(C)cc2)cc1	-1.4	13	-2	-0.8	1.4	-6	0.1	12	-1.3	0.9	-0.4
